GalR3 antag: blocks the human galanin receptor 3; inhibition, % at 3 µM; 0.44% of 360,000 active; HEK293 GalR3-CNG cAMP membrane potential fluorescence; galR3 body fused to GalR1 C-terminus; AID 651719;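 active = inhibition above the screen-wide average plus 3 SD, cut at about 13% in these data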;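 also: forskolin and galanin both at EC90 stimulate the cells; cAMP rise reported by CNG channel membrane potential dye signal; 0% = forskolin plus galanin with DMSO and 100% = forskolin alone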
Target sequence (O60755 1-299 limits assumed): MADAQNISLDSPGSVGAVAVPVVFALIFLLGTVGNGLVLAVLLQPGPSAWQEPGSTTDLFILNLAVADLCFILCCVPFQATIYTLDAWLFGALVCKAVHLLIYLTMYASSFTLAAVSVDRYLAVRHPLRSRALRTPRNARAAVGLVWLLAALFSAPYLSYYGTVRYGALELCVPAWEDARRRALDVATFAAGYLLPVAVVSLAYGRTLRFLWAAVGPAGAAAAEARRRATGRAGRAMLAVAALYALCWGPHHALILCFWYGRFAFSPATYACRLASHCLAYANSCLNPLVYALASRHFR
UBC9 SUMO inh: blocks human SUMOylation mediated by UBC9; inhibition, % at 35 µM; HTRF SUMOylation assay, SAE1/SAE2 + UBC9, in vitro; P63279; 0.36% of 290,000 active; AID 2006; in the data active = inhibition above about 50%, passing the limit was not always enough; also: strong numbers were not always called active
Target sequence (P63279 whole entry, looked up): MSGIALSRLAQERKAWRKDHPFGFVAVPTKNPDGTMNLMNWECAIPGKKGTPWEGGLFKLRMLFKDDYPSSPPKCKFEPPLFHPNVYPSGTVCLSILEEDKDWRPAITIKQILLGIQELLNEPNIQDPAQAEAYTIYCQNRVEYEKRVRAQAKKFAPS
IDE act: boosts human insulin-degrading enzyme activity in HEK cells; FAbeta-B cleavage, fluorescence polarization; 0% vehicle, 100% cell-free pure enzyme wells; 0.073% of 340,000 active; P14735; activation, % at 5.96 µM;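 active = activation above the mean of all tested compounds plus 3 SD, set per screening campaign, cut at about 17% in these data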
p-CIP stab down: compounds decreasing mouse p/CIP protein stability. Q05BA5. F442A p/CIP-EGFP cells, EGFP fluorescence, 16 h. decrease of EGFP signal, % at 10 µM. 0.01% of 290,000 active. AID 1984;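 active = EGFP signal decrease of at least 30% at 10 µM or well 3 SD below plate mean, unless failing retest; inactive = the rest, including hits failing retest or dose response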; also: some compounds called inactive have numbers as strong as hits; many of its hits are not listed in these tables
CRFBP-R2 block: CRF-BP/CRF-R2 complex antagonism | 0.59% of 350,000 active | HEK293 CRF-R2/CRF-BP, CRF-induced calcium fluorescence | AID 588475 | inhibition, % at 11.8 µM;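 active = inhibition of the ligand-induced calcium signal above about 50% at the single tested concentration, limit read from the data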
IDE inh: inhibitors of human insulin-degrading enzyme in cells; P14735; HEK cells, FAbetaB cleavage, fluorescence polarization; inhibition, % at 5.59 µM; 0.41% of 320,000 active; AID 434962;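 active = percent inhibition above the average of all tested compounds plus 3 SD, set per screening campaign, cut at about 16% in these data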;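 also: IDE supplied by intact live HEK cells; FP after avidin binding of uncleaved biotin substrate so inhibition keeps polarization high; 0% = DMSO wells and 100% = 60 µM reference IDE inhibitor Ii1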
HCV NS3 hel inh: inhibitors of Hepatitis C virus NS3 helicase; NS3 helicase DNA unwinding, Cy5 molecular beacon fluorescence; inhibition, % at 10.9 µM; 0.56% of 290,000 active;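 active = inhibition above the mean of all tested compounds plus 3 SD, set per campaign, cut at about 35% in these data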;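 also: 0% = DMSO wells and 100% = thioflavine S control wells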
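Material: hepatitis C virus NS3 helicase domain fragment enzyme; measured by: Cy5 fluorescence, 0 and 60 min reads; control set: DMSO and thioflavine S; incubation: 60 min unwinding reaction at 25 °C after ATP addition; read-out basis: % inhibition from 60/0 min fluorescence ratio, DMSO 0%, thioflavine S 100%; repeats: singlicate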
IMP-1 inhibitor: inhibitors of Pseudomonas aeruginosa IMP-1 metallo-beta-lactamase; purified IMP-1, nitrocefin hydrolysis, epi-absorbance fluorescence; inhibition, % at 5.6 µM; 0.45% of 290,000 active; AID 1556;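 active = inhibition above the mean plus 3 SD of all compounds in the same screening run, cut at about 4.5% in these data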;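 also: 0% = IMP-1 with DMSO and 100% = DMSO wells lacking enzyme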
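System: purified IMP-1; amount: IMP-1 0.2 nM before substrate addition; compound: single dose, 5.6 µM; times: 25 °C, 15 min preincubation, 25 min reaction; signal: Epi-absorbance via hydrolysed-nitrocefin quenching of white-plate fluorescence, 480/530 nm, EDTA stop; benchmarks: DMSO with and without IMP-1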
VIM-2 inh: inhibitors of Pseudomonas aeruginosa VIM-2 metallo-beta-lactamase. 0.89% of 290,000 active. purified VIM-2, nitrocefin hydrolysis, epi-absorbance fluorescence. AID 1527. inhibition, % at 5.6 µM;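 active = inhibition above the mean of all tested compounds plus 3 SD, cutoff set per screening run, cut at about 7.5% in these data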;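 also: red hydrolysis product quenches plate fluorescence so inhibitors raise well fluorescence; 0% = enzyme with DMSO and 100% = DMSO without enzyme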
The depositor's hits bear a star.

COc1ccc(/C=N/Nc2cc(C)nc(-n3nc(C)cc3C)n2)cc1 was read as GalR3 antag -1.4, UBC9 SUMO inh -18.1, IDE act 3.9, p-CIP stab down -1.5, CRFBP-R2 block -56.0, IDE inh 7.2, HCV NS3 hel inh -14.2, IMP-1 inhibitor -5.8 and VIM-2 inh -1.2.
Screening CCOc1ccc(C2/C(=C(/O)c3ccc4c(c3)CC(C)O4)C(=O)C(=O)N2CC2CCCO2)cc1 (stereo not drawn) returned GalR3 antag -1.6, UBC9 SUMO inh 3.0, IDE act 4.8, p-CIP stab down 0.7, CRFBP-R2 block 14.5, HCV NS3 hel inh 8.5, IMP-1 inhibitor -3.3 and VIM-2 inh -2.2.
`CN1CCN(c2ccc(NC(=O)c3ccc(Cl)cc3Cl)cc2)CC1` gave GalR3 antag -1.4, UBC9 SUMO inh 3.9, IDE act 6.2, p-CIP stab down -5.5, CRFBP-R2 block 7.4, IDE inh -2.3, HCV NS3 hel inh 0.3, IMP-1 inhibitor -4.8 and VIM-2 inh -1.4.
For COC(=O)C1=C(C)N2C(=O)CSC2=NC1c1ccc2c(c1)OCO2 (stereo not drawn) the results were UBC9 SUMO inh 21.6, p-CIP stab down -13.3, CRFBP-R2 block -34.7 and IDE inh 5.9.
`O=C(Nc1ccccc1NC(=O)c1c(F)cccc1F)c1c(F)cccc1F` gave GalR3 antag -12.4, UBC9 SUMO inh -5.6, IDE act 1.0, p-CIP stab down -4.3, CRFBP-R2 block 10.7, IDE inh 2.4, HCV NS3 hel inh -4.3, IMP-1 inhibitor -4.2 and VIM-2 inh -5.2.
For N#C/C(=C/c1ccc([N+](=O)[O-])cc1)C(=O)Nc1ccccc1O the results were GalR3 antag 3.4, UBC9 SUMO inh -0.5, IDE act 6.9, p-CIP stab down -3.4, CRFBP-R2 block -70.1, IDE inh -5.6, HCV NS3 hel inh 11.4, IMP-1 inhibitor -1.9 and VIM-2 inh -3.7.
Screening Fc1ccccc1-c1ccc(/C=N/Nc2nc3ccccc3[nH]2)o1 returned GalR3 antag 0.0, UBC9 SUMO inh 6.9, IDE act 1.9, p-CIP stab down 2.2, CRFBP-R2 block 2.8, IDE inh 2.9, HCV NS3 hel inh -16.8, IMP-1 inhibitor -5.9 and VIM-2 inh -4.8.
Nc1nc(-c2ccc(Cl)cc2)c(S(=O)(=O)c2ccccc2)s1 was read as GalR3 antag -8.9, UBC9 SUMO inh -5.5, IDE act 5.9, p-CIP stab down -7.7, CRFBP-R2 block -5.2, IDE inh -2.3, HCV NS3 hel inh -17.9, IMP-1 inhibitor -0.1 and VIM-2 inh -1.8.
For COc1cc(C)nc(Oc2ccc(OCc3ccccc3)nn2)n1 the results were GalR3 antag -3.3, UBC9 SUMO inh 2.2, IDE act 1.3, p-CIP stab down -1.9, CRFBP-R2 block 12.0, IDE inh 1.0, HCV NS3 hel inh -2.0, IMP-1 inhibitor -7.1 and VIM-2 inh -4.3.
Screening O=C(NCCN1CCOCC1)c1c(O)nc2ccccn2c1=O returned GalR3 antag -4.4, UBC9 SUMO inh 4.6, IDE act 1.2, p-CIP stab down -0.2, CRFBP-R2 block 4.4, IDE inh -2.5, HCV NS3 hel inh 2.3, IMP-1 inhibitor -0.8 and VIM-2 inh -0.4.
Screening COc1ccc(S(=O)(=O)N2CCN(C(=O)c3cc(-c4ccc(Br)cc4)n[nH]3)CC2)cc1OC returned GalR3 antag -3.6, UBC9 SUMO inh 10.1, IDE act -1.4, p-CIP stab down -14.3, CRFBP-R2 block 1.1, IDE inh -2.5, HCV NS3 hel inh -13.4, IMP-1 inhibitor -0.7 and VIM-2 inh 0.7.
`Cc1ccc(NC(=O)Cn2c([N+](=O)[O-])cnc2C)cc1` gave GalR3 antag 2.9, UBC9 SUMO inh 25.1, IDE act 2.5, p-CIP stab down -8.4, CRFBP-R2 block 15.4, IDE inh -11.8, HCV NS3 hel inh 0.3, IMP-1 inhibitor -1.0 and VIM-2 inh -1.5.
Screening COc1ccc(CCNC(=O)COc2ccc(S(=O)(=O)NC(C)C)cc2Cl)cc1OC returned UBC9 SUMO inh 14.2, IDE act -0.3, p-CIP stab down -0.6, CRFBP-R2 block 17.6, IDE inh -4.3, HCV NS3 hel inh 5.8, IMP-1 inhibitor -1.2 and VIM-2 inh 0.0.
Screening Cc1ccc2[nH]c(=O)c(COC(=O)C3CCCO3)cc2c1 (stereo not drawn) returned GalR3 antag -2.6, UBC9 SUMO inh 24.0, IDE act 6.4, p-CIP stab down -9.1, CRFBP-R2 block 5.3, IDE inh -3.5, HCV NS3 hel inh 8.7, IMP-1 inhibitor -3.3 and VIM-2 inh -5.7.
Screening COC(=O)C1=C(C)NC(C)=C(C(=O)OC)C1/C=C/c1ccccc1 returned GalR3 antag -1.9, UBC9 SUMO inh -8.1, IDE act -3.5, p-CIP stab down -3.5, CRFBP-R2 block 52.8*, IDE inh -0.1, HCV NS3 hel inh -0.5, IMP-1 inhibitor -0.7 and VIM-2 inh -1.8.
`Cc1nc(-c2cc(C#N)c(Sc3ccc(Cl)cc3Cl)nc2C)cs1` gave GalR3 antag -2.0, UBC9 SUMO inh -2.4, IDE act -1.4, p-CIP stab down -5.6, CRFBP-R2 block 9.3, IDE inh 5.3, HCV NS3 hel inh 8.8, IMP-1 inhibitor -1.7 and VIM-2 inh -0.4.
Screening CC(=O)CC1(O)C(=O)N(CN2CCN(c3ccccc3)CC2)c2ccccc21 (stereo not drawn) returned GalR3 antag -12.1, UBC9 SUMO inh -0.6, IDE act 3.9, p-CIP stab down -8.9, CRFBP-R2 block 11.2, IDE inh -2.9, HCV NS3 hel inh -4.3, IMP-1 inhibitor -2.5 and VIM-2 inh -3.2.
CCN(CC)C(=O)CSc1nnc(-c2cc(OC)cc(OC)c2)o1 was read as GalR3 antag -3.0, UBC9 SUMO inh 8.5, IDE act 2.7, p-CIP stab down -10.0, CRFBP-R2 block -13.7, IDE inh 2.8, HCV NS3 hel inh -5.2, IMP-1 inhibitor -0.5 and VIM-2 inh -2.5.
Screening O=C1c2ccccc2C(=O)c2c1ccc1c(=O)n(-c3ccccc3)[nH]c21 returned GalR3 antag 3.0, UBC9 SUMO inh -46.7, IDE act 4.6, p-CIP stab down -2.4, CRFBP-R2 block 1.6, IDE inh 2.4, HCV NS3 hel inh -0.3, IMP-1 inhibitor -1.8 and VIM-2 inh -3.9.
`CCN(C(=O)COC(=O)/C=C/c1c(C)nn(Cc2ccc(C)cc2)c1C)C1CCS(=O)(=O)C1` (stereo not drawn) gave GalR3 antag -4.8, UBC9 SUMO inh -7.3, IDE act 0.2, p-CIP stab down 3.7, CRFBP-R2 block -16.4, IDE inh 2.7, HCV NS3 hel inh -7.4, IMP-1 inhibitor -0.6 and VIM-2 inh -1.3.
COc1cccc(-c2nc(NCC3CCCO3)c3ccccc3n2)c1O (stereo not drawn) was read as GalR3 antag -7.2, UBC9 SUMO inh 5.7, IDE act 0.5, p-CIP stab down -4.8, CRFBP-R2 block -14.3, IDE inh 13.6, HCV NS3 hel inh -0.3, IMP-1 inhibitor -1.0 and VIM-2 inh -0.4.
Cc1ccc(NC(=O)C(C)NS(=O)(=O)c2ccc(F)cc2)cc1C (stereo not drawn) was read as GalR3 antag -4.0, UBC9 SUMO inh 13.9, IDE act -0.3, p-CIP stab down -11.4, CRFBP-R2 block -0.5, IDE inh 5.3, HCV NS3 hel inh 11.6, IMP-1 inhibitor -1.9 and VIM-2 inh -2.1.
COc1cccc(C2=NNC(=NCc3ccccc3)SC2)c1 was read as GalR3 antag -5.2, UBC9 SUMO inh -0.7, IDE act -4.2, p-CIP stab down -16.0, CRFBP-R2 block -10.7, IDE inh 1.9, HCV NS3 hel inh -3.2, IMP-1 inhibitor -3.2 and VIM-2 inh -2.4.
COCCCNC(=O)/C=C1\Sc2ccccc2N(Cc2ccccc2F)C1=O was read as GalR3 antag -5.2, UBC9 SUMO inh 11.9, IDE act -5.3, p-CIP stab down 3.4, CRFBP-R2 block 23.8, IDE inh -3.2, HCV NS3 hel inh -3.6, IMP-1 inhibitor 0.9 and VIM-2 inh 1.3.
`CN(C)c1nc(N(C)C)n(C(=O)c2cccs2)n1` gave GalR3 antag -3.3, UBC9 SUMO inh -7.4, IDE act 2.8, p-CIP stab down 4.7, CRFBP-R2 block 1.9, IDE inh 8.8, HCV NS3 hel inh -3.5, IMP-1 inhibitor -2.7 and VIM-2 inh -1.5.
Screening CCN(c1ccccc1)S(=O)(=O)c1ccc(F)c(C(=O)O)c1 returned GalR3 antag 2.4, UBC9 SUMO inh -17.1, IDE act -4.7, p-CIP stab down 1.2, CRFBP-R2 block 2.2, IDE inh 0.0, HCV NS3 hel inh 11.9, IMP-1 inhibitor -3.1 and VIM-2 inh -2.3.
For O=C(COC(=O)C1CCC1)Nc1ccc(OC(F)F)cc1 the results were GalR3 antag 1.7, UBC9 SUMO inh 9.9, IDE act 4.7, p-CIP stab down -2.5, CRFBP-R2 block -2.7, IDE inh 0.5, HCV NS3 hel inh 4.7, IMP-1 inhibitor -0.4 and VIM-2 inh 0.0.
For O=C(N/N=C/C(Br)=C/c1ccccc1)c1ccc([N+](=O)[O-])cc1 the results were GalR3 antag 2.0, UBC9 SUMO inh 16.5, IDE act 4.3, p-CIP stab down 0.4, CRFBP-R2 block -12.1, IDE inh 3.5, HCV NS3 hel inh 3.4, IMP-1 inhibitor 42.2* and VIM-2 inh 0.3.
C=CCCCCCCCCC(=O)N1CCN(c2cc3c(cc2F)c(=O)c(C(=O)O)cn3CC)CC1 was read as GalR3 antag -8.1, UBC9 SUMO inh 8.3, IDE act -2.8, p-CIP stab down -11.6, CRFBP-R2 block -65.7, IDE inh -6.3, HCV NS3 hel inh -15.9, IMP-1 inhibitor -1.5 and VIM-2 inh 0.0.
C[C@@H]1CC=C[C@H]2[C@H]1C(=O)N(Cc1ccccc1)[C@H]2c1ccc(-c2ccoc2)cc1F was read as GalR3 antag -1.5, UBC9 SUMO inh 2.9, IDE act -2.3, p-CIP stab down -14.7, CRFBP-R2 block -9.7 and IDE inh -2.9.
COc1cccc(C(C2C(=O)CC(C)(C)CC2=O)C2C(=O)CC(C)(C)CC2=O)c1 was read as GalR3 antag -6.1, UBC9 SUMO inh 12.4, IDE act 0.2, p-CIP stab down -1.0, CRFBP-R2 block 14.4, IDE inh 0.3, HCV NS3 hel inh -0.6, IMP-1 inhibitor -1.0 and VIM-2 inh -1.6.

Structural class: those above containing bromine (2)
Screening COc1ccc(S(=O)(=O)N2CCN(C(=O)c3cc(-c4ccc(Br)cc4)n[nH]3)CC2)cc1OC returned GalR3 antag -3.6, UBC9 SUMO inh 10.1, IDE act -1.4, p-CIP stab down -14.3, CRFBP-R2 block 1.1, IDE inh -2.5, HCV NS3 hel inh -13.4, IMP-1 inhibitor -0.7 and VIM-2 inh 0.7.
For O=C(N/N=C/C(Br)=C/c1ccccc1)c1ccc([N+](=O)[O-])cc1 the results were GalR3 antag 2.0, UBC9 SUMO inh 16.5, IDE act 4.3, p-CIP stab down 0.4, CRFBP-R2 block -12.1, IDE inh 3.5, HCV NS3 hel inh 3.4, IMP-1 inhibitor 42.2* and VIM-2 inh 0.3.

Assay outcomes from PubChem BioAssay.
